Bioassay records from PubChem.
ZTA DNA inh: blocks Epstein-Barr virus ZTA, an EBNA-1 counter-screen. P03206. ZTA-DNA binding, fluorescence polarization. inhibition, % at 11 µM. 320,000 tested, 0.15% active. AID 2234; in the data active means inhibition above about 33%
Target sequence (P03206 whole entry, looked up): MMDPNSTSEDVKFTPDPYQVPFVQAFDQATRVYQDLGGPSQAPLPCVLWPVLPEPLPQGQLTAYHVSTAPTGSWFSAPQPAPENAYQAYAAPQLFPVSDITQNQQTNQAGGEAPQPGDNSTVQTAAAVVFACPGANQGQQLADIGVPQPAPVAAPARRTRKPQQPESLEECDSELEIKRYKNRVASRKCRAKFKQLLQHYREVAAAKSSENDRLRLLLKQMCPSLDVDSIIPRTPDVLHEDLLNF
pPAFAH FP inh: inhibitors of human plasma PAF acetylhydrolase (pPAFAH) | Q13093 | recombinant pPAFAH, FP-rhodamine probe fluorescence polarization | inhibition, % at 3.39 µM | 330,000 tested, 1.5% active;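 active means inhibition above the mean inhibition across the screen plus 3 SD, cut at about 25% in these data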;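 further: inhibitors block binding of the rhodamine activity-based probe so polarization drops; 0% = enzyme with DMSO and 100% = wells lacking pPAFAH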
LYPLA1 counter: blocks human lysophospholipase 1, a PME1 counter-screen; O75608; recombinant LYPLA1, FP-Rh probe fluorescence polarization; inhibition, % at 5.9 µM; 320,000 tested, 0.16% active;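 active means inhibition above the mean of all tested compounds plus 3 SD, set per campaign, cut at about 14% in these data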;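 further: inhibitors block serine hydrolase probe labeling of LYPLA1 so polarization falls; 0% = enzyme with DMSO and 100% = wells lacking LYPLA1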
Target sequence (O75608 whole entry, looked up): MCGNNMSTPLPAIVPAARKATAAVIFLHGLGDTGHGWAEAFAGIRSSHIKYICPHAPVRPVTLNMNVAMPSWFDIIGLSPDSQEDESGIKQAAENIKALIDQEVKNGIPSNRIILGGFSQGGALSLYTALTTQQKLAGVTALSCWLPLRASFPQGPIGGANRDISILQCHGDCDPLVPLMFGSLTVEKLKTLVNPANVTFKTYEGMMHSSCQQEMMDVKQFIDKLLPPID
PAFAH2 FP inh: inhibitors of human PAFAH2; Q99487; recombinant PAFAH2, FP-rhodamine activity probe, fluorescence polarization; inhibition, % at 3.39 µM; 340,000 tested, 0.99% active; AID 492956;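 active means inhibition above the mean over all tested compounds plus 3 SD, cut at about 30% in these data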;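 further: inhibitors block probe labeling of enzyme so polarization drops; 0% = enzyme with DMSO and 100% = wells lacking PAFAH2 protein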
PAFAH1B2 inh: inhibitors of human PAFAH1B2 | P68402 | recombinant PAFAH1B2, FP-rhodamine activity probe, fluorescence polarization | inhibition, % at 3.39 µM | 340,000 tested, 1.2% active | AID 492953;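 active means inhibition above the mean of all tested compounds plus 3 SD, cut at about 24% in these data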;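 further: 0% = enzyme with DMSO and 100% = wells lacking PAFAH1B2; many of its hits are not listed in these tables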
LYPLA2 inh: counter-screen for PME1 inhibitors: inhibitors of human LYPLA2; recombinant LYPLA2, FP-Rh probe fluorescence polarization; inhibition, % at 5.9 µM; 320,000 tested, 0.38% active; AID 2177;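 active means inhibition above the screen-wide mean plus 3 SD, limit set per campaign, cut at about 26% in these data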;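 further: 0% = LYPLA2 with DMSO and 100% = wells lacking LYPLA2 enzyme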
Target sequence (O95372 whole entry, looked up): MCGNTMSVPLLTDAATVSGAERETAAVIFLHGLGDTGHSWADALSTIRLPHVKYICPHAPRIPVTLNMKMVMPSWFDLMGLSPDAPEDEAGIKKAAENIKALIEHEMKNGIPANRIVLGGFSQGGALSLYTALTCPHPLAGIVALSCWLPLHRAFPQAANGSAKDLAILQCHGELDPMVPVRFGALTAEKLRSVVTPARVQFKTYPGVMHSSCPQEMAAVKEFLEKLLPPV
PAFAH1B3 FP inh: blocks human PAF acetylhydrolase 1B catalytic subunit 3; Q15102; recombinant PAFAH1B3, FP-rhodamine probe, fluorescence polarization; inhibition, % at 3.39 µM; 340,000 tested, 0.28% active; AID 492972;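 active means inhibition above the screen-wide average of all tested compounds plus 3 SD, cut at about 25% in these data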;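 further: 0% = enzyme with DMSO only and 100% = wells lacking PAFAH1B3 protein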
Target sequence (Q15102 whole entry, looked up): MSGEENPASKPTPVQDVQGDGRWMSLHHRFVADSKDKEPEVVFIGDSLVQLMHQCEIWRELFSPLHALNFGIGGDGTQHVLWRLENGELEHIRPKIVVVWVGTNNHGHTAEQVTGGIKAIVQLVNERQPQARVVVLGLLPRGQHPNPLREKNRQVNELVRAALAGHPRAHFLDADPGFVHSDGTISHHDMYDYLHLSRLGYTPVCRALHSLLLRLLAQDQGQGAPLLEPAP
EBNA-1 inh: blocks EBNA-1 binding to DNA. EBNA-1 DNA binding, fluorescence polarization. inhibition, % at 14.8 µM. 300,000 tested, 0.34% active; in the data active means inhibition above about 28%
PREPL inhibitor: inhibits the human prolyl oligopeptidase-like enzyme; Q4J6C6; recombinant PREPL, fluorescence polarization activity-based probe; inhibition, % at 5.96 µM; 320,000 tested, 0.68% active; in the data active means inhibition above about 43%;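 further: 0% = enzyme with DMSO and 100% = wells lacking enzyme; many of its hits are not listed in these tables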
Active calls of the source: *; nt = not tested or not shown.

SMILES | ZTA DNA inh | pPAFAH FP inh | LYPLA1 counter | PAFAH2 FP inh | PAFAH1B2 inh | LYPLA2 inh | PAFAH1B3 FP inh | EBNA-1 inh | PREPL inhibitor
COc1ccccc1-c1noc2ncnc(Nc3ccc4c(c3)OCO4)c12 | 3 | 1 | -2 | -2 | 2 | 1 | 4 | 10 | -6
COc1cc(NS(=O)(=O)c2ccc(N/C=C(\C=O)c3nc4cc(Cl)ccc4o3)cc2)nc(OC)n1 | -7 | 14 | 1 | -7 | 3 | 4 | 9 | -4 | 28
CC(C)c1ccc(NC(=O)N2CCCC2C(=O)Nc2ccc(-n3cnnn3)cc2)cc1 (centres undefined) | 3 | -2 | 0 | 0 | -1 | 1 | -3 | -5 | -8
COC(=O)c1ccc(CSc2nc3ccccc3c(=O)n2CC(C)C)o1 | -8 | 2 | -4 | 1 | 3 | 5 | 11 | 2 | -2
CCCC(=O)Nc1ccc(C(=O)NNC(=O)c2ccco2)cc1 | -7 | 2 | -1 | 1 | 1 | -1 | -5 | -4 | 17
Nc1nonc1C(=O)OCC(=O)c1ccc(Cl)cc1 | 28 | 2 | 8 | -5 | 3 | 7 | 13 | 0 | 2
CN1CCN(c2ccc([N+](=O)[O-])cc2C(=O)c2ccccc2)CC1 | 1 | -1 | 5 | 6 | 7 | 1 | 14 | 4 | 5
Cc1cc(NC(=O)CSC2=NCCS2)no1 | 5 | 4 | 1 | -5 | -1 | 0 | 1 | -9 | -9
O=C1Nc2ccccc2Nc2ccc([N+](=O)[O-])cc21 | -6 | 3 | -3 | -1 | 0 | 4 | 13 | 2 | 10
CCn1c(NC(=O)Nc2ccccc2OC)nc2ccccc21 | 15 | 3 | -3 | -1 | 1 | 2 | 8 | 4 | 7
Cc1sc(NC(=O)CSc2nnnn2C2CCCCC2)c(C#N)c1C | 2 | 3 | -3 | 1 | -2 | -1 | 2 | -3 | 0
COc1cccc(/C=N/NC(=S)Nc2cccc(C(=O)O)c2)c1 | 5 | 0 | 1 | 6 | 1 | -2 | 5 | -3 | -9
C[C@H]1CN([C@@H](C)CO)C(=O)c2cccc(NC(=O)c3ccncc3)c2O[C@H]1CN(C)C(=O)Nc1ccccc1 | nt | 5 | nt | 2 | 0 | nt | 12 | nt | 6
CCOc1c2ccc(C(=O)NCc3ccc(C)cc3)cc2nn1CCOC | -2 | 4 | -3 | -6 | 4 | 0 | 8 | -10 | 2
Nc1c(C(=O)NCc2ccccc2)c2nc3ccccc3nc2n1CCCN1CCOCC1 | 24 | 15 | -6 | 6 | -8 | -8 | -1 | 5 | 45*
Cc1nc2ncccn2c1-c1csc(Nc2ccccc2)n1 | 13 | 8 | 3 | 7 | -1 | -2 | 7 | -1 | 14
CCC(C)c1ccccc1NS(=O)(=O)c1cnn(CC)c1 (centres undefined) | 3 | 0 | 1 | -2 | 3 | -1 | 4 | 8 | -4
Cc1ccccc1NC(=O)c1cccc(S(C)(=O)=O)c1 | -12 | 1 | 0 | -6 | 0 | -4 | 11 | -5 | -4
COc1ccc(CC(=O)N/N=C(\C)CC(=O)Nc2ccc3c(c2)OCCO3)cc1 | -8 | 1 | -2 | 2 | 1 | -1 | 6 | -5 | 0
COc1nc(-c2ccccc2)ccc1-c1noc(C)n1 | -1 | 13 | 4 | -6 | -2 | 4 | 5 | 5 | -11
N=c1c2c(-c3ccccc3)c(-c3ccccc3)n(Cc3ccco3)c2ncn1CCN1CCOCC1 | -14 | 2 | 4 | 3 | 1 | 0 | 4 | -6 | 18
CN(C)CCCN(C(=O)c1cc(Cl)sc1Cl)c1nc2cc3c(cc2s1)OCO3 | -28 | 5 | 0 | -3 | 0 | 0 | 7 | -7 | -54
COc1ccc(CC(=O)NNC(=S)NCC2CC2)cc1OC | 4 | -2 | 5 | -6 | 6 | 7 | -1 | -11 | -8
CCOc1ccc(N2CC(C(=O)OCC(=O)NCc3ccccc3)CC2=O)cc1 (centres undefined) | 16 | 27* | 3 | -2 | -3 | 7 | -5 | 10 | 7
CCCC(=O)C1=C(N2CCCC2)CC(C)(C)C(C(=O)OC)C1=O (centres undefined) | 0 | 0 | 2 | 1 | 3 | 6 | 3 | 12 | 4

Rewritten with two lines to a compound: part of the list above
Under each structure – ZTA DNA inh | pPAFAH FP inh | LYPLA1 counter | PAFAH2 FP inh | PAFAH1B2 inh | LYPLA2 inh | PAFAH1B3 FP inh | EBNA-1 inh | PREPL inhibitor
- CCCC(=O)C1=C(N2CCCC2)CC(C)(C)C(C(=O)OC)C1=O (centres undefined)
→ 0 | 0 | 2 | 1 | 3 | 6 | 3 | 12 | 4
- COc1ccc(CC(=O)NNC(=S)NCC2CC2)cc1OC
→ 4 | -2 | 5 | -6 | 6 | 7 | -1 | -11 | -8
- COC(=O)c1ccc(CSc2nc3ccccc3c(=O)n2CC(C)C)o1
→ -8 | 2 | -4 | 1 | 3 | 5 | 11 | 2 | -2

Carrying on:
SMILES | ZTA DNA inh | pPAFAH FP inh | LYPLA1 counter | PAFAH2 FP inh | PAFAH1B2 inh | LYPLA2 inh | PAFAH1B3 FP inh | EBNA-1 inh | PREPL inhibitor
CC1CCCCC1NC(=O)CCC(=O)N1CCOc2ccc(Cl)cc21 (centres undefined) | -1 | 6 | 1 | 12 | 1 | -8 | -5 | 2 | 3
Cc1ccc(C(=O)N/C(=C\c2sccc2C)C(=O)NCc2ccco2)cc1 | 3 | 0 | -3 | 1 | -1 | 8 | 8 | 10 | 10
O=C(O)c1ccc(Sc2ccccn2)c([N+](=O)[O-])c1 | 13 | 6 | -2 | nt | nt | -3 | nt | -5 | 3
CCC(=O)N1CCc2cc(S(=O)(=O)CCC(=O)N3CCCC(C)C3)ccc21 (centres undefined) | 3 | 4 | 4 | -3 | 3 | 6 | 7 | 6 | -2
COc1cccc2cc(C(=O)NCc3ccco3)c(=Nc3ccc(C(=O)O)cc3)oc12 | 6 | -2 | -4 | 4 | -2 | -2 | -2 | 12 | 6
COc1ccccc1C1CC(=O)Oc2cc(C)c(Cl)c(C)c21 (centres undefined) | nt | 12 | nt | 4 | 1 | nt | -1 | nt | nt
CCOc1ccccc1NC(=O)Cc1c(F)cccc1Cl | 2 | -1 | -4 | -5 | 1 | 1 | 4 | -1 | 2
COc1ccc(NC(=O)c2ccc(COCC(F)(F)C(F)F)cc2)cc1 | 2 | -3 | 2 | -7 | 1 | 10 | 13 | 2 | 11
CC(=O)N1c2ccc(S(=O)(=O)N3CCCC(C(=O)NCc4ccc(Cl)cc4)C3)cc2CC1C (centres undefined) | -3 | 4 | 0 | -7 | 6 | 7 | 3 | -5 | 4
O=C(CSCc1c(F)cccc1Cl)NCc1ccncc1 | 17 | 2 | 0 | 0 | 4 | 2 | 6 | 7 | -2
CCCCn1nc(C(=O)NCc2ccccc2CN2CCCC2)c2ccccc2c1=O | -7 | -4 | -4 | 4 | 4 | -13 | 0 | nt | 11
CCOC(=O)c1ccc(NC(=O)Cn2nnc(-c3ccccc3)n2)cc1 | 5 | 4 | -4 | -4 | 5 | -3 | 3 | -3 | -4
COc1ccc(Cc2nnc(NC(=O)c3ccccc3[N+](=O)[O-])s2)cc1 | -1 | 0 | 2 | 2 | 17 | 5 | -1 | -8 | -7
Cc1cccc(C)c1NC(=O)C(c1ccccc1)N1CCC1=O (centres undefined) | -24 | 1 | -4 | 7 | -1 | -3 | -1 | -12 | 1
Cc1ccc(NC(=O)CCN2C(=O)C3CCCCC3C2=O)cc1[N+](=O)[O-] (centres undefined) | 3 | 4 | -3 | -3 | 0 | 3 | 10 | 5 | 0
COc1cc(CNc2ncn[nH]2)cc(Br)c1OC | 10 | 2 | -1 | -5 | -1 | 0 | -5 | 1 | -2
CCn1c(C)nc2cc(OC)ccc21 | -7 | -2 | 0 | 0 | 8 | 0 | 8 | -10 | -7
CC(NC(=O)c1cccc(S(=O)(=O)N2CCc3ccccc3C2)c1)c1ccco1 (centres undefined) | -18 | -9 | 0 | 8 | 4 | 1 | 4 | nt | 11
COc1cc(C(c2c(C(=O)O)[nH]c3ccccc23)c2c(C(=O)O)[nH]c3ccccc23)ccc1OCc1ccccc1 | 21 | 18 | -1 | 26 | 57* | 0 | 8 | 15 | 7
CC(C)c1cc(C(=O)Nc2cccc(C(F)(F)F)c2)no1 | 2 | 4 | -3 | -8 | 2 | -2 | 3 | 2 | -10
O=C(N/C(=C\c1cccnc1)C(=O)N1CCCCC1)c1cccc(Br)c1 | -3 | 2 | 0 | -3 | 0 | 0 | 0 | -12 | 13
Cc1cc2oc(=O)cc(CN(C)Cc3ccccc3F)c2cc1Cl | 0 | -3 | -4 | -17 | 0 | 0 | 7 | -9 | 0
CSc1ccc(CN(C)CC(=O)Nc2cccc(Br)c2)cc1 | 14 | 0 | 4 | 7 | 2 | -3 | -4 | -4 | -36
O=C(N1CCOCC1)N1CCCN(C(=O)N2CCOCC2)CC1 | -24 | 2 | 0 | 0 | 3 | 5 | 8 | 6 | 4
Cc1ccc(C(=O)N2CCC(C(=O)c3ccc(Cl)cc3)CC2)cc1 | 1 | 3 | 4 | 6 | 4 | 18 | 6 | -4 | 2
(next part)
SMILES | ZTA DNA inh | pPAFAH FP inh | LYPLA1 counter | PAFAH2 FP inh | PAFAH1B2 inh | LYPLA2 inh | PAFAH1B3 FP inh | EBNA-1 inh | PREPL inhibitor
CCCCCC(=O)c1ccc(O)cc1O | 3 | 1 | 0 | -2 | 4 | -4 | 0 | -5 | 2
CNC(=O)C1CC(=O)N(Cc2ccc3c(c2)OCO3)C(=Nc2ccc(OC)cc2)S1 (centres undefined) | -30 | 2 | -2 | 0 | 1 | -3 | -6 | -2 | -5
Cc1cc(/C=C(/C#N)c2cccc(F)c2)c(C)n1-c1cccnc1 | -4 | 18 | 1 | 3 | 2 | 2 | 2 | 7 | 7
Cc1cc(NC(=O)CC2(CC(=O)O)CCCC2)n(C)n1 | -2 | -2 | -1 | 2 | 1 | 5 | 1 | -2 | -3
CC(C)C(=O)NNc1ccc(C(F)(F)F)cn1 | -7 | 1 | 5 | 4 | 7 | 0 | 8 | 0 | -3
CCC(C)NC(=O)C1CCCN(S(=O)(=O)c2ccc(-n3cnnn3)cc2)C1 (centres undefined) | -14 | -2 | 0 | 1 | 3 | 0 | 4 | 6 | 2
COc1cc(OC)c(C2=NOC(C(=O)N3CCc4ccccc4C3)C2)cc1Cl (centres undefined) | -11 | 5 | 0 | 2 | 5 | 0 | 8 | 3 | -14
Cc1ccc(CSCC2Nc3ccc(C(=O)N4CCN(c5cccc(C)c5)C(C)C4)cc3NC2=O)cc1 (centres undefined) | 10 | 19 | -5 | nt | nt | -6 | nt | 0 | 28
Cc1nc(SC(C(=O)c2ccccc2)c2ccccc2)n[nH]1 (centres undefined) | 0 | -5 | 1 | -1 | 2 | -1 | 8 | 5 | 8
CCN(CC(=O)NC1CCS(=O)(=O)C1)S(=O)(=O)c1cc([N+](=O)[O-])ccc1C (centres undefined) | -1 | 5 | -1 | -4 | 2 | 3 | 2 | -5 | 3
CCC(=O)N(CC(=O)Nc1sc(C)c(C)c1C(N)=O)C1CCCCC1 | 5 | -2 | 2 | 3 | 6 | -1 | 4 | -2 | 12
Fc1cccc(Cl)c1CNc1ccc(N2CCCC2)cc1 | 13 | 19 | -1 | 4 | 5 | 3 | 7 | 14 | 42
CCC(O)CNc1nc(SC)nc2sc3c(c12)CCN(C)C3 (centres undefined) | -5 | -2 | 2 | 6 | -2 | 1 | -4 | 5 | 18
COc1ccccc1CNC(=O)CCC(=O)Nc1nnc(C)s1 | -9 | 2 | 1 | -6 | 5 | -3 | 14 | -6 | 6
CC(C)Cn1c(SCC(=O)N2CCc3ccccc3C2)nc2cc(Cl)ccc2c1=O | 0 | 3 | -1 | -3 | 1 | -5 | 2 | -6 | 5
CCCCOc1cccc(C(=O)O)c1 | 10 | -1 | -2 | 12 | 4 | -4 | 9 | 4 | -3
CC(=O)c1cccc(CN2CCN(Cc3ccc(F)cc3)C(CCO)C2)c1 (centres undefined) | -10 | 2 | -1 | 8 | 5 | -1 | -7 | -2 | 5

A portion of the library; rates above refer to the full screens.
